# Screens (PubChem)
# CHRM5 antagonist – human M5 muscarinic receptor antagonists, primary screen, CHO cells, Fluo-8 calcium fluorescence | Muscarinic acetylcholine receptor M5 (Homo sapiens), P08912 | CHO-hM5 cells, ACh EC80 | inhibition, % at 3 µM | hit rate 0.59% among 360,000 | AID 624040, 2012;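 active = inhibition above a per-plate cutoff, the mean of that plate's test compounds plus 3 SD, cut at about 27% in these data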;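 note: 0% = acetylcholine EC80 with DMSO and 100% = DMSO without agonist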
# Target sequence (P08912 whole entry, looked up): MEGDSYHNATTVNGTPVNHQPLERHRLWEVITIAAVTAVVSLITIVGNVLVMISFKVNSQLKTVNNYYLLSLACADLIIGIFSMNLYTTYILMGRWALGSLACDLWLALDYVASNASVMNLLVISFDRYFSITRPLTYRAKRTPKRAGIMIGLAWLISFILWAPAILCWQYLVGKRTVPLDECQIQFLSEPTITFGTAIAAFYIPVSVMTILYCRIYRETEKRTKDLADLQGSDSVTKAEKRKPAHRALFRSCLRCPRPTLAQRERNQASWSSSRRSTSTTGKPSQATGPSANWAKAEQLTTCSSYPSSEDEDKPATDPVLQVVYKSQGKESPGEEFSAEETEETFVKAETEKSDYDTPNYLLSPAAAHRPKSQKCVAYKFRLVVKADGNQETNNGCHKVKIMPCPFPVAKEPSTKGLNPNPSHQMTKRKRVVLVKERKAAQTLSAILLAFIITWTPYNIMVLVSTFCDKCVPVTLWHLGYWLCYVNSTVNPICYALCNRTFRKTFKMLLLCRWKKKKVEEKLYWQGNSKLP
# M4 antag – human M4 muscarinic receptor antagonists, primary screen, CHO cells, Fluo-8 calcium fluorescence; CHO-hM4 cells, ACh EC80; inhibition, % at 3 µM; Muscarinic acetylcholine receptor M4 (Homo sapiens), P08173; hit rate 0.73% among 360,000; AID 624125, 2012;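 active = inhibition above its plate's cutoff, the mean inhibition of sample wells plus 3 SD, cut at about 27% in these data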;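 note: 0% = acetylcholine EC80 with DMSO and 100% = DMSO without agonist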
# Target sequence (P08173 whole entry, looked up): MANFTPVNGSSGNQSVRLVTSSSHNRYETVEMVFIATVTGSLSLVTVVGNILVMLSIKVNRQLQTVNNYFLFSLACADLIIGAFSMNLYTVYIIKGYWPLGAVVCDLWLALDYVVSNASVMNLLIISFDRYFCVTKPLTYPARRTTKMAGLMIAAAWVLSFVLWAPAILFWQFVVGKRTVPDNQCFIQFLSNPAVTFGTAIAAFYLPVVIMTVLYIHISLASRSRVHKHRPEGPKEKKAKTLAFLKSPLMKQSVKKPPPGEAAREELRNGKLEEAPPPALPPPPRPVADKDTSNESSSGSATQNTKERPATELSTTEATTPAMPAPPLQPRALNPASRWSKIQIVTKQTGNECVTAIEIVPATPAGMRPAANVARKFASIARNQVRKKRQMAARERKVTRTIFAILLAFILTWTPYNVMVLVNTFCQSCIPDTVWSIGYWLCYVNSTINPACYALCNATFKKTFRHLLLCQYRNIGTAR
# M5 PAM – human M5 muscarinic receptor positive allosteric modulators, primary screen, CHO-K1 cells, Fluo-8 calcium fluorescence; Muscarinic acetylcholine receptor M5 (Homo sapiens), P08912; CHO-K1 hM5, ACh EC20 PAM; 0% = ACh EC20, 100% = ACh EC100; activation, % at 3 µM; hit rate 0.3% among 360,000; AID 624038, 2012;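 active = activation above the run cutoff, the mean activation of all test compounds plus 3 SD, cut at about 18% in these data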
#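 system = human M5 receptor in CHO-K1 cells | compound = one concentration, 3 µM final (nominal) | schedule = Post-acetylcholine fluorescence recording 140 s | signal = Fluo-8 calcium dye fluorescence, kinetic read | benchmarks = low control EC20 acetylcholine (0%), high control EC100 acetylcholine (100%) | repeats = singlicate, one well per test compound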
# M4 ag – human M4 muscarinic receptor agonists, primary screen, CHO-K1 cells, Fluo-8 calcium fluorescence; Muscarinic acetylcholine receptor M4 (Homo sapiens), P08173; CHO-K1 hM4/Gqi5; vehicle 0%, full acetylcholine response 100%; activation, % at 3 µM; hit rate 0.14% among 360,000; AID 624127, 2012;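 active = activation above the run mean over all test wells plus 3 SD, cut at about 32% in these data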;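 note: peak over basal fluorescence ratio per well then scaled between controls; 0% = DMSO wells and 100% = acetylcholine at EC100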
# CRFR2-BP ag – agonists of CRF-BP/CRF-R2 complex, primary screen, cell-based, HEK293, calcium dye fluorescence, uHTS; CRF-binding protein / CRF receptor 2 complex (human); calcium dye fluorescence (FLIPR); percent of saturating CRF peptide response; activation, % at 13.2 µM; hit rate 0.46% among 350,000; AID 588473, 2011;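 active = activation of at least 50%, plus an integration ratio under a set limit after plate pattern correction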;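 note: plate controls were neutral control wells without compound for no effect and CRF at EC100 for full effect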
# CRFBP-R2 block – antagonists of CRF-BP/CRF-R2 complex, primary screen, cell-based, HEK293, calcium dye fluorescence, uHTS. hit rate 0.59% among 350,000. inhibition, % at 11.8 µM. CRF-induced calcium fluorescence;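 active = inhibition of the ligand-induced calcium signal above about 50% at the single tested concentration, limit read from the data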
# M5 ag – human M5 muscarinic receptor agonists, primary screen, CHO-K1 cells, Fluo-8 calcium fluorescence. hit rate 0.19% among 360,000. AID 624037, 2012. CHO-K1 hM5 cells; 0% DMSO wells, 100% maximal acetylcholine response. Muscarinic acetylcholine receptor M5 (Homo sapiens), P08912. activation, % at 3 µM;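 active = activation above the run's mean over test compounds plus 3 SD, cut at about 23% in these data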;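 note: signal is peak over basal fluorescence ratio across the kinetic read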
# CHRM4 PAM – human M4 muscarinic receptor positive allosteric modulators, primary screen, CHO-K1 cells, Fluo-8 calcium fluorescence; CHO-K1 hM4/Gqi5, ACh EC20; 0% = ACh EC20, 100% = maximal ACh; AID 624126, 2012; hit rate 0.4% among 360,000; activation, % at 3 µM;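 active = activation above its plate's cutoff, the mean activation of sample wells plus 3 SD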; note: some results filed as inactive read as strong as hits
# IDE cell inh – human IDE inhibitors in live cells, primary screen, fluorescence polarization, HEK cells, FAbetaB substrate; FAbetaB cleavage; inhibition, % at 5.59 µM; hit rate 0.41% among 320,000;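 active = percent inhibition above the average of all tested compounds plus 3 SD, set per screening campaign, cut at about 16% in these data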;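 note: IDE supplied by intact live HEK cells; FP after avidin binding of uncleaved biotin substrate so inhibition keeps polarization high; 0% = DMSO wells and 100% = 60 µM reference IDE inhibitor Ii1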
# * hit, by the source's call; x = not tested or not shown.
SMILES,CHRM5 antagonist,M4 antag,M5 PAM,M4 ag,CRFR2-BP ag,CRFBP-R2 block,M5 ag,CHRM4 PAM,IDE cell inh
O=C(N/N=C/c1ccc(N2CCOCC2)cc1)c1ccccn1,-5,0,9,3,1.5,3,6,-6,3
COCCOC(=O)C1=C(C)NC(=O)NC1c1ccc(-c2ccc(F)cc2)o1 (stereo unspecified),4,0,-7,2,1.5,-9,1,-5,11
O=C1OC(Cc2ccccn2)C(O)=C1C1=NCCCCN1 (stereo unspecified),17,-9,-6,0,-0.8,20,-4,16,-1
COc1ccc(CCNC(=O)COC(=O)CCC(=O)c2ccc(F)cc2)cc1,-4,-3,12,4,-0.5,5,6,20,3
CC(C)OCCCNC(=O)C1CCN(S(=O)(=O)N2CCCC2)CC1,-3,6,1,0,-1.1,-14,-1,0,1
Cc1ccc(NC(=S)Nc2cccc3cnccc23)c(C)c1,5,-13,1,0,1.2,6,-8,15,1
COc1ccc(C(c2nnnn2C2CCCC2)N2CCC(C)CC2)cc1 (stereo unspecified),-1,-4,-1,-1,0.1,7,-7,3,1
CN1CCCN(C(=O)c2cc3c(s2)CCCC3)CC1,2,8,0,0,-1.0,6,-5,-4,-4
CCOc1ccccc1/C=C/C(=O)c1ccc(Cl)cc1,6,-9,0,-2,7.7,12,-6,6,5
O=C(c1ccccc1)N1CCN(C2CCCCC2)CC1,2,-4,3,0,0.6,10,-6,1,3
Cc1ccc(C(C)NC(=O)c2cccs2)cc1 (stereo unspecified),11,-6,-4,6,-1.8,16,3,-4,2
Cc1nnc2sc(SCC(=O)Nc3ccc(Cl)cc3)nn2c1=O,-1,3,1,1,-3.2,1,-16,-6,8
C#Cc1ccc([C@@H]2C=C(C(=O)O)O[C@H](OCC)[C@H]2CCCO)cc1,9,0,-2,0,0.2,21,1,7,0
O=C(Cn1nc2ccccc2n1)N/N=C/c1cc([N+](=O)[O-])ccc1O,2,-5,10,1,-0.7,8,0,7,-2
CCc1ccc(C2=CSC3=NCCN23)cc1,12,-3,-6,1,-1.6,8,-6,-6,-3
CS(=O)(=O)N(CC(=O)N1CCCC1)Cc1ccc(F)cc1,11,6,-3,1,0.5,3,1,-7,-3
Cc1ccc(NC(=O)c2c(C)nc3sc(C(=O)NC4CCCC4)c(N)c3c2-c2ccco2)c(C)c1,3,-13,-4,1,0.4,11,-1,6,4
COc1ccc(C(=O)OCC(=O)Nc2ccc(F)c(F)c2F)cc1OC,-9,-2,9,0,-1.5,1,1,2,7
O=C(C[n+]1ccccc1)N/N=C/c1ccc(O)cc1,1,-1,6,0,2.0,-5,-2,4,-1
O=C(c1ccccc1)c1ccc(N2CCOCC2)c(NC(=O)c2ccco2)c1,6,-8,-5,9,-2.9,17,0,-4,3
COc1cc(/C=N/NC(=O)c2ccc(O)cc2)ccc1OCC(=O)Nc1cccc([N+](=O)[O-])c1,-5,-12,3,1,1.4,1,2,6,8
O=S(=O)(c1ccc(SCCO)nc1)N1CCOCC1,5,-8,-2,1,-2.0,5,1,11,-6
O=[N+]([O-])c1ccc(N2CCOCC2)cc1N1CCCCC1,7,10,0,-1,2.7,0,-1,-1,9
CC1C(=O)N(Cc2cccc(F)c2)c2ccccc2N1C(=O)c1ccccc1 (stereo unspecified),2,-1,-8,6,-1.4,17,-7,-5,2
CCCOc1ccc(F)cc1-c1cc(C(=O)NCc2cccs2)[nH]n1,10,4,-4,2,x,x,-3,-6,x

# Additional compounds.
SMILES,CHRM5 antagonist,M4 antag,M5 PAM,M4 ag,CRFR2-BP ag,CRFBP-R2 block,M5 ag,CHRM4 PAM,IDE cell inh
Cc1cccc(NC(=S)NC(C)C(c2ccccc2)N2CCN(C)CC2)c1C (stereo unspecified),12,1,2,0,3.1,-21,-14,1,-2
CCCN(CCC)S(=O)(=O)c1ccc(C(=O)NNc2nc(-c3ccccc3)c3cc(Br)ccc3n2)cc1,6,7,-1,0,-1.5,13,-1,-1,7
CCc1nnc(NS(=O)(=O)c2ccc(NC(=S)NC(=O)c3cccnc3)cc2)s1,-6,-6,4,1,-2.9,12,0,2,-1
Cc1ccc(S(=O)(=O)N(C)C)cc1NC(=O)c1cc(=O)[nH]c2ccccc12,1,0,1,1,-1.7,1,3,-17,-2
CN(C)CCCN(Cc1cc2cc3c(cc2[nH]c1=O)OCCO3)C(=O)NC1CCCCC1,-6,1,5,1,1.1,-7,-3,11,-8
COC(=O)[C@]12CCCCC=C1N(Cc1ccco1)C(=O)[C@H](CC(=O)NCCCCc1ccccc1)C2,4,-2,-6,5,x,x,1,-3,x
O=C(/C=C/c1ccccc1)NC1CCSC1=O (stereo unspecified),-12,-9,1,1,1.8,17,1,3,-3
CCCCN(C(=O)C1CCC1)c1c(N)n(CCC)c(=O)[nH]c1=O,4,4,4,0,-0.8,-6,0,1,9
O=C(NCc1cccnc1)c1ccc(Br)s1,11,-5,-4,1,-0.4,5,-3,6,-3
COc1ccc(-n2c(SCC(=O)c3ccc[nH]3)nnc2-c2ccccc2)cc1,-5,-4,-2,0,-3.2,-8,-2,7,-6
O=[N+]([O-])c1cccc(/C=N/Nc2nc(C(Cl)(Cl)Cl)nc3ccccc23)c1,8,-6,-6,2,-1.6,25,1,-4,-4
COc1ccc(C2NC(=S)NC3=C2CCc2cc(OC)ccc23)cc1 (stereo unspecified),7,7,-4,1,-2.0,12,-2,6,2
O=C(Nc1ccc(Cl)cc1)C1CCN(C(=O)c2ccco2)CC1,2,3,-3,2,-1.4,-6,-1,-1,1
O=C(c1cc(COc2ccc3ncccc3c2)on1)N1CCC[C@H]1CO,18,3,-14,29,0.5,-3,6,-11,7
O=c1c2ccccc2nc2n1C(CSc1ccc(F)cc1)CS2 (stereo unspecified),0,-9,11,2,-0.4,-9,1,0,2
COc1ccccc1-c1c(C)nn2c(-c3ccccc3)cc(C)nc12,7,7,5,-2,-1.2,30,-1,0,0
CCCNc1ncnc2sc(C)c(C)c12,-6,-7,-6,4,-3.2,-18,1,1,0
O=C(CN1C(=O)COc2ccccc21)Nc1ccc(N2CCOCC2)cc1,16,6,-1,1,-0.7,0,0,-2,-1
O=C(COC(=O)c1cccc(F)c1)Nc1cccc(S(=O)(=O)N2CCCCC2)c1,2,-11,-9,12,-1.2,3,4,-5,x
COC(c1ccc(Cl)cc1)(c1ccc(Cl)cc1)C(Oc1nccc(C)n1)C(=O)O (stereo unspecified),-2,-15,1,0,-1.2,8,0,1,-1
O=C(NCc1ccccc1)C(c1ccncc1)N(C(=O)c1csnn1)c1cccc(F)c1 (stereo unspecified),1,6,-2,2,-1.0,4,-1,-3,-1
CCOC(=O)C1(CCc2ccccc2)CCN(C(=O)CN2CCOC2=O)CC1,3,-16,0,2,-0.7,1,-3,-2,-1
CC1(C)CC(=O)C(C(C#Cc2ccccc2)C2=C(O)CC(C)(C)CC2=O)=C(O)C1,1,7,-2,1,-0.1,10,2,-3,-4
CC1(C(=O)Nc2ccc3c(c2)OCCO3)CCN1C(=O)CC1CCCC1 (stereo unspecified),1,-10,0,3,x,x,0,4,x
O=C(N/N=C/c1ccccc1C(=O)O)c1cccc(S(=O)(=O)N2CCOCC2)c1,0,7,1,1,-0.3,1,0,4,-4

# (listing goes on)
SMILES,CHRM5 antagonist,M4 antag,M5 PAM,M4 ag,CRFR2-BP ag,CRFBP-R2 block,M5 ag,CHRM4 PAM,IDE cell inh
CCCN(CCC)C(=O)COc1cc(=O)n(CC)c2ccccc12,1,-14,-6,3,-0.8,3,2,12,-1
Fc1ccc(-[n+]2nc(Nc3ccccc3)sc2-c2c(Cl)cccc2Cl)cc1,21,13,-35,22,1.6,-6,2,-18,-1
Cc1ncsc1C(=O)Nc1nc2c(s1)CC(C)CC2 (stereo unspecified),4,-5,-6,1,-4.2,1,0,9,5
O=C(NC1=NCCS1)c1ccc(-c2ccc(Cl)cc2)o1,-9,0,2,2,0.2,-5,-3,-2,2
NNC(=O)c1ccc(Cn2cc(Br)cn2)cc1,-1,0,7,1,0.9,11,-3,9,6
C#CC(C)(O)C1CC(CC(=O)O)C1(C)C (stereo unspecified),2,2,8,1,-1.8,4,3,6,x
Cc1cccc(C)c1NC(=O)CCS(=O)(=O)c1ccc(Br)cc1,8,2,-2,2,0.3,2,-3,-3,-3
CC(=O)Nc1cccc(NC(=O)CS(=O)(=O)c2cn(CC(=O)N3CCCC3)c3ccccc23)c1,-4,-5,-1,1,0.6,-5,-3,-1,3

# A portion from the list above, for reference:
SMILES,CHRM5 antagonist,M4 antag,M5 PAM,M4 ag,CRFR2-BP ag,CRFBP-R2 block,M5 ag,CHRM4 PAM,IDE cell inh
CCCN(CCC)C(=O)COc1cc(=O)n(CC)c2ccccc12,1,-14,-6,3,-0.8,3,2,12,-1
Fc1ccc(-[n+]2nc(Nc3ccccc3)sc2-c2c(Cl)cccc2Cl)cc1,21,13,-35,22,1.6,-6,2,-18,-1
Cc1ncsc1C(=O)Nc1nc2c(s1)CC(C)CC2 (stereo unspecified),4,-5,-6,1,-4.2,1,0,9,5
O=C(NC1=NCCS1)c1ccc(-c2ccc(Cl)cc2)o1,-9,0,2,2,0.2,-5,-3,-2,2

# Given as labelled records: two of the compounds above.
SMILES: O=C(NC1=NCCS1)c1ccc(-c2ccc(Cl)cc2)o1
  CHRM5 antagonist: -9
  M4 antag: 0
  M5 PAM: 2
  M4 ag: 2
  CRFR2-BP ag: 0.2
  CRFBP-R2 block: -5
  M5 ag: -3
  CHRM4 PAM: -2
  IDE cell inh: 2
SMILES: NNC(=O)c1ccc(Cn2cc(Br)cn2)cc1
  CHRM5 antagonist: -1
  M4 antag: 0
  M5 PAM: 7
  M4 ag: 1
  CRFR2-BP ag: 0.9
  CRFBP-R2 block: 11
  M5 ag: -3
  CHRM4 PAM: 9
  IDE cell inh: 6

# Looked up above.
# Cc1ncsc1C(=O)Nc1nc2c(s1)CC(C)CC2 (stereo unspecified) in M4 ag = 1
# CC(=O)Nc1cccc(NC(=O)CS(=O)(=O)c2cn(CC(=O)N3CCCC3)c3ccccc23)c1 in IDE cell inh = 3
